12-hLO inh: 12-hLO (ALOX12) enzyme inhibition. Potency, µM (top dose mostly 57.1 µM), for inactives: at the highest dose activity change, negative = inhibition, most hits filed as inhibitors. P18054. purified 12-hLO, xylenol orange hydroperoxide absorbance. 150,000 tested, 0.12% active; also: potency is read from the fitted curve at half-maximal effect; nearly all actives have a fitted effect of over 55% in size; many of its hits are not listed in these tables
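Purified human 12hLO (150 nM final) was preincubated with compounds for 15 min at room temperature in 25 mM Hepes pH 7.0, 0.01% Triton X-100, then reacted with 40 uM arachidonic acid for 30 min. Hydroperoxide was detected with ferrous iron/xylenol orange.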
PNC inhibitor: blocks assembly of the perinucleolar compartment; PC3M PTB-GFP, PNC prevalence imaging, 16 h; hits give low values; 140,000 tested, 3.1% active; activity change (PNC), negative = inhibition, % at 10 µM;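 active = readout at or below -70, meaning at least 70% loss of cells showing the perinucleolar compartment, a nuclear body marking cancer cells; inconclusive = readout between -30 and a set limit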;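 also: plate controls were DMSO wells for no effect and camptothecin positive control wells for full effect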
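PC3M cells stably expressing PTB-GFP, 750–1000 cells/well, treated 16 h at 37 °C with compound (23 nl of library stock), in duplicate. After paraformaldehyde fixation and Hoechst stain, imaged at 20x; PNC prevalence scored by image analysis.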
ALOX15B inhib: inhibitors of human 15-lipoxygenase 2 (ALOX15B) | O15296 | purified 15hLO-2, xylenol orange hydroperoxide absorbance | Potency, µM (series often up to 57.1 µM), for the others: at the highest dose activity change, negative = inhibition, actives largely listed as inhibitors | 110,000 tested, 0.56% active | AID 881; also: potency is read from the fitted curve at half-maximal effect; nearly all actives have a fitted effect of over 60% in size; many of its hits are not listed in these tables
Target sequence (O15296 whole entry, looked up): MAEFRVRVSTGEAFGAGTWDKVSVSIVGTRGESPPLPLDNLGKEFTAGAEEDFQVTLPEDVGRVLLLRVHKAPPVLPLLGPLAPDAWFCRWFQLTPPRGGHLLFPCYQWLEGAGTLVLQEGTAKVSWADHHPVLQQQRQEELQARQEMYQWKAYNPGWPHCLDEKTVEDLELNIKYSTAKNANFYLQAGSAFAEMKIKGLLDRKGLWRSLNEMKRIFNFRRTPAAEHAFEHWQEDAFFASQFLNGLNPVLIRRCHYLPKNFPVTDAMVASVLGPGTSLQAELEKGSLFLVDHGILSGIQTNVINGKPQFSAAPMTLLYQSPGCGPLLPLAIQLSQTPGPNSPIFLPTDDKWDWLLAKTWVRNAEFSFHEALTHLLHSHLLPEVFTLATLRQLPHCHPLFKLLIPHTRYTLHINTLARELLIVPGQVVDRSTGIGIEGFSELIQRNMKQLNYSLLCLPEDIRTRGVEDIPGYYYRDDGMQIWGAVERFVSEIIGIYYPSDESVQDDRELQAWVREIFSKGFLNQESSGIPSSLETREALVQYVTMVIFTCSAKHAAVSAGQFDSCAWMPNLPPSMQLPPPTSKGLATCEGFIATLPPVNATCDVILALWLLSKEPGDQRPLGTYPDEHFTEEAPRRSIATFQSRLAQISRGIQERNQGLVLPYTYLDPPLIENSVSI
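Read-out: hydroperoxide product oxidises ferrous iron, measured as xylenol orange complex via the 573-to-405 nm absorbance ratio after 30 min. Reaction: 50 nM enzyme, 15 min compound preincubation, 45 uM arachidonic acid, 90 min RT, Hepes pH 7.5 with Triton X-100.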
IMPase inh: IMPase inhibition in cells; P97697; CHO-M1 cells, IP1 accumulation, HTRF TR-FRET ratio; inhibition (IP1 accumulation), % at 46.1 µM; 120,000 tested, under 10 active; active = well fitted curve in the direction sought with a large enough effect in the signal ratio, not every such curve was filed as active; inconclusive = small, poorly fitted or top-dose-only effect, or a change in a side signal; inactive = no such curve, though single readings can be large or run the other way; the % refers to the signal ratio;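 also: cells stimulated with carbachol in lithium chloride buffer; plate controls were DMSO basal wells for no effect and reference inhibitor wells for full effect; higher means more IMPase inhibition seen as more IP1 and lower FRET ratio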
Target sequence (P97697 whole entry, looked up): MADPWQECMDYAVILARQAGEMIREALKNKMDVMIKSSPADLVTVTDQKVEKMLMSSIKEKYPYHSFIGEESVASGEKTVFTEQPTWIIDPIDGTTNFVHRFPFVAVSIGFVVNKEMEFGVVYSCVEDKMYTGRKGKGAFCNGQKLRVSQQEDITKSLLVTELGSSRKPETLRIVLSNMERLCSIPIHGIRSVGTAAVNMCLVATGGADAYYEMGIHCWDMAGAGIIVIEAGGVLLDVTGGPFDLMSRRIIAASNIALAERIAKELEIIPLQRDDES
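Seeded CHO-M1 cells were dosed with compound at up to 46 uM, stimulated with carbachol for 30 min, then lysed in IP-One detection reagents. Higher IP1 lowers the TR-FRET signal.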
An asterisk follows results filed as active; ? = inconclusive; · = not tested or not shown; [ ] = another dose, or the depositor's remark. Unless noted, calls follow the shape of the dose curve; as a rule, active = well fitted curve in the direction sought with a large enough effect; inconclusive = small, poorly fitted or top-dose-only effect, or another doubt; inactive = no such curve, though single readings can be large; an effect the other way counts as inactive or inconclusive. Unless noted, % is scaled to controls: 0 for no effect and ±100 for the full control effect. Some of the compounds tested; count on the stated rates, not on these rows.

Screens in order – 12-hLO inh, PNC inhibitor, ALOX15B inhib, IMPase inh
OC(COC(c1ccc(Cl)cc1)c1ccc(Cl)cc1)CN1CCc2ccccc2C1 (stereo unspecified)
  -12%, -29, ·, ·
Cc1noc(C)c1C(=O)Nc1ccc2c(c1)CCC2
  -5%, -3, -8%, 2
COCC(=O)NCCc1nc2ccccc2[nH]1
  -3%, ?, -2%, 5
CCCCOc1ccc(-n2nc(C)cc2C)nn1
  -4%, ?, 9%, 8
Cc1ccccc1-n1c(C)cc(/C=C(\C#N)C(=O)NCC2CCCO2)c1C (stereo unspecified)
  -4%, 37, ·, ·
CCOC(=O)Cc1nnc(NC(=O)c2ccccc2OC)s1
  -7%, -9, -12%, ?
Cc1scc(-c2n[nH]c(=S)n2Cc2ccccc2)c1C
  -1%, -28, ·, ·
Cc1nc2scc(-c3ccccc3)c2c(=O)o1
  -5%, ?, -23%, 1
NS(=O)(=O)c1ccc(CCNC(=O)CCCCCNc2nc(=S)[nH]c3ccccc23)cc1
  -2%, 18, ·, 3
Cc1nnc(SCc2cccc(CSc3nnc(C)s3)c2)s1
  -2%, -28, -1%, 13
CCOC(=O)Cc1csc(NC(=O)CC(C)(C)C)n1
  1%, -22, -7%, 3
Fc1ccc([C@H]2CCNCC2COc2ccc3c(c2)OCO3)cc1 (stereo partly specified)
  -1%, ·, 0%, ·
CCOC(=O)N1CCN(c2c(NCCN3CCCCC3CC)c(=O)c2=O)CC1 (stereo unspecified)
  -1%, -24, 5%, 7
c1cnc(N2CCN(c3ncnc4c3oc3ccccc34)CC2)nc1
  3%, 20, 2%, 20
COc1ccc(/C=N/NC(=O)CNC(=O)c2ccc(S(=O)(=O)N3CCOCC3)cc2)cc1OC
  4%, 1, ·, ·
O=C(NCc1cc(C(F)(F)F)cc(C(F)(F)F)c1)C1CC(c2ccccc2[N+](=O)[O-])=NO1 (stereo unspecified)
  -6%, -13, 3%, 0
O=C(Nc1cc(SCCO)cc([N+](=O)[O-])c1)c1ccco1
  2%, ?, ·, ·
Cc1ccc2nsnc2c1S(=O)(=O)NCc1cccnc1
  6%, 13, 2%, 18
CC(C)c1ccc(C(=O)NCCCN(C)C)cc1
  2%, ?, ·, ·
COc1ccc(CCNc2oc(COc3ccccc3F)nc2C#N)cc1OC
  -12%, 16, -6%, ?
CCCCCC(=O)Nc1nc(C)c(-c2csc(Nc3cc(Cl)ccc3OC)n2)s1
  -29%, 0, -8%, 6
CCN=C1SC(CC(=O)Nc2sc(C)c(C)c2C(=O)OC)C(=O)N1CC (stereo unspecified)
  -2%, -6, -1%, 1
CCCc1cc(=O)[nH]c(SCc2nc3ccc([N+](=O)[O-])cc3[nH]2)n1
  -6%, 49, ·, ·
Cc1ccc(C(C(=O)Nc2ccc3c(c2)OCO3)N(C)C(=O)Cc2c[nH]c3ccccc23)cc1 (stereo unspecified)
  -1%, -28, ·, ·
COc1ccc(CNC(=O)CCCn2nc(C)c([N+](=O)[O-])c2C)cc1
  0%, 2, ·, -1
CCOc1ccc(C(c2c(O)nc(SC)n(C)c2=O)c2c(O)nc(SC)n(C)c2=O)cc1
  4%, 7, -1%, -5
CCC(C(=O)O)N1C(=O)c2ccccc2C1=O (stereo unspecified)
  8%, 20, 1%, 9
Cc1nc(-c2ccc(NC(=O)C3CCCCC3)cc2)cs1
  -1%, 6, 4%, 1
C#CCOCCOCCOCCNc1nc(N2CCN(C(=O)Cn3cc(CCCN=C(N)N)nn3)CC2)nc(N2CCN(C(=O)[C@H](C)n3cc(CCCN=C(N)N)nn3)CC2)n1
  7%, 46, ·, ·
Cc1cccc(CCNC(=O)C2CCCN(S(=O)(=O)c3cnc[nH]3)C2)c1 (stereo unspecified)
  -4%, -1, -4%, -6
NC1=NC2(CCCCC2)N(c2ccc(F)cc2)C(N)=N1
  -2%, 38, ·, ?
CCCn1c(SCC(=O)Nc2sc(C)c(C)c2C#N)nnc1C(C)C
  1%, ?, -5%, -5
Cc1cc(F)c(F)c(C(=O)N2CCN(C)CC2)c1Cl
  -6%, -9, 10%, -9
O=C(CCCN1C(=O)/C(=C\c2ccco2)SC1=S)Nc1cccc2ccccc12
  -8%, 80, ·, ·
CN1CCN(C(=S)NCCc2ccccc2)CC1
  1%, -82*, -9%, -3
CN(Cc1cnn(C)c1)C(=O)c1cc2ccccc2oc1=O
  1%, 24, 3%, -9
COc1ccc(C2C(C(=O)NCCN(C)C)c3ccccc3C(=O)N2C)cc1OC (stereo unspecified)
  -4%, ?, 3%, -3
CCO
  3%, ·, -2%, ·
CC(=O)/C(=N\Nc1ccc(C)cc1)Sc1nncn1C
  0%, ?, ·, ·
COc1ccc(C(=O)NC(=S)Nc2cc(C)ccn2)cc1[N+](=O)[O-]
  -1%, ?, ·, ·
CC(=O)N1c2ccccc2C(C)CC12CCCCC2 (stereo unspecified)
  13%, -83*, ·, -13
Cc1cc(=O)c2n(Cc3ccccc3Cl)nc[n+]2[nH]1
  29%, -21, ·, -5
O=C(CSCC(=O)Nc1cccc([N+](=O)[O-])c1)Nc1ccccc1
  0%, ?, ·, -5
CCCCOc1ccc(-c2nc(=S)[nH][nH]2)cc1
  -21%, ?, ?, 2
CC1CCCCN1C(=O)COc1ccc(NC(=O)c2ccco2)cc1 (stereo unspecified)
  -8%, ?, -4%, 0
CCOc1cc(S(=O)(=O)N2CCOCC2)ccc1F
  6%, 28, -5%, -6
Cn1cc(C(=O)NC2C3CC4CC(C3)CC2C4)cn1 (stereo unspecified)
  3%, -17, ·, ·
CCN(CC)CCCNC(=O)/C(=C\c1cccn1C)NC(=O)c1cccs1
  -1%, 3, ·, ·
O=c1[nH]c(=S)c2c(n1-c1ccccc1)CCC2
  -6%, 6, 0%, ?
O=c1c2ccccc2nnn1CSc1nnc(-c2ccc3c(c2)OCO3)o1
  -18%, 13, -8%, -16

(further entries)
Screens in order – 12-hLO inh, PNC inhibitor, ALOX15B inhib, IMPase inh
O=C1CC(N(CCc2ccccc2)C(=S)Nc2cc(Cl)ccc2Cl)C(=O)N1c1c(Cl)cccc1Cl (stereo unspecified)
  -13%, ?, -14%, 5
COc1ccc(OCC(=O)N2CCN(C(=O)c3cccc4ccccc34)CC2)cc1
  -4%, ?, 2%, 1
COc1ccc(C(=O)N2CCN(C(=O)c3ccco3)CC2)cc1OC
  0%, 22, -3%, -1
COC(=O)[C@H](C)NC(=O)/C=C/c1ccc(OC)cc1
  -3%, -22, ·, 3
Cc1cccc(C)c1OCC(O)Cn1nnc2ccccc21 (stereo unspecified)
  7%, 14, -3%, -5
Cc1cccc(C2=N[C@@H](CC(C)C)CO2)c1
  -2%[0.00818 µM], ·, 9%[0.0915 µM], ·
O=C(CSc1nnc(-c2cccnc2)n1-c1ccccc1)Nc1ccccn1
  3%, 2, -1%, ?
COCCn1c(SCC#N)nnc1-c1ccc2c(c1)OCO2
  -7%, 10, 1%, -21
CCC(C)c1ccc(O)c(NC(=O)c2ncn[nH]2)c1 (stereo unspecified)
  -3%, 29, 0%, 0
O=C(NCc1ccco1)C1CC(=O)N(c2ccc(O)cc2)C1 (stereo unspecified)
  -3%, 1, 3%, 7
Cc1cc([N+](=O)[O-])nn1Cc1ccc(C(=O)N/N=C/c2ccc(O)cc2O)cc1
  -2%, ?, ·, ·
Cc1cc2nc(-c3cccc(NC(=O)c4ccc(Br)o4)c3)oc2cc1C
  6%, 43, 5%, 0
C=CCN1C(=O)/C(=C/c2ccc(O)c(OC)c2)S/C1=N/c1nccs1
  -12%, -5, ·, ·
CC(C)CSc1nsc(N)n1
  -3%, 22, 3%, 0
Cn1c(=O)c2cc(S(=O)(=O)NCCC(=O)Nc3ccccc3F)ccc2n(C)c1=O
  -2%, 23, -7%, -3
C/C(CC(=O)Nc1ccccn1)=N\NC(=O)C(=O)Nc1cccc(Cl)c1C
  4%, 12, -1%, 9
COc1ccc(C(=S)NC2CCCCC2)cc1
  -21%, -28, -18%, -1
CC1CCCCN1S(=O)(=O)c1ccc2c(c1)oc(=O)n2CC(=O)O (stereo unspecified)
  -22%, -17, 8%, -3
Cc1ccc(-c2nc(-c3ccccn3)no2)cc1Cl
  -10%, ?, 9%, 0
CCn1c(=O)c(C(=O)Nc2nc3ccccc3[nH]2)c(O)c2ccccc21
  -7%, 1, 46%[activator], 4
c1cc2nnnn2nc1N1CCCCCC1
  8%, 79, ·, 8
COc1ccc(CCNC(=O)CSc2nc3c(c(=O)n(C)c(=O)n3C)n2C(C)C)cc1OC
  -4%, 38, -5%, 11
O=C(c1cccs1)N(Cc1cc2ccccc2[nH]c1=O)c1ccccc1
  -2%, ?, ·, ·
N#Cc1ccc(C(=O)N/N=C/c2cn(CC(=O)O)c3ccccc23)c(F)c1
  -2%, -9, ·, ·
COc1ccccc1S(=O)Cc1ccc(C(=O)NCc2ccccc2Cl)o1 (stereo unspecified)
  4%, 8, -16%, 2
CN(C)CC(=O)c1ccc(-c2ccccc2)cc1
  -15%, 3, -6%, 2
Cc1ccccc1SCc1noc(C(=O)NCC2CCCO2)c1C(=O)O (stereo unspecified)
  1%, -18, 0%, 3
COC(=O)c1ccc(C(=O)OC)c(N)c1
  -6%, -27, -6%, 2
O=S(=O)(Nc1nc2ccccc2nc1N1CCN(c2ccccc2)CC1)c1ccc(F)cc1
  -2%, ?, ·, ·
COc1ccc(OC)c(C(=O)CSc2nccc(-c3ccc(Br)cc3)n2)c1
  1%, ?, 5%[11.4 µM], -2[1.84 µM]
CCCN(Cc1ccccc1)C(=O)Nc1ccc2c(c1)nnn2C
  -1%, ?, -1%, -10
CSc1ccccc1-c1nnc(-c2ccc(Cl)cc2)o1
  -1%, -18, -8%, 10
COC(=O)Cc1[nH]nc2c1C(c1c[nH]c3ccccc13)C(C#N)=C(N)O2 (stereo unspecified)
  -16%, ?, -3%, 15
CS(=O)(=O)c1ccc([C@H](O)[C@H](CO)NC(=O)C(Cl)Cl)cc1
  -1%[25.6 µM], ·, 0%[25.6 µM], -9[20.6 µM]
Cc1ccc(C(=O)Nc2ccc(Cl)cc2C(F)(F)F)c(Cl)c1
  -4%, -2, ·, 13
CCSc1nc(C2CC2)cc(-c2ccco2)c1C#N
  -3%, -20, -2%, 0
CCSC(C)CC1C/C(=N/O)c2c(CC)noc2C1 (stereo unspecified)
  -6%, -86*, -18%, 11
COc1ccc2c(c1)Sc1ccccc1N2CCN(C)C
  6%, 13, 13%[2.29 µM], 17
COc1ccc(C)cc1NCc1cccc(OC)c1OC
  -6%, -16, ?, 2
Cc1cccc(NS(=O)(=O)c2cc(C(=O)NCCC3=CCCCC3)ccc2Cl)c1
  0%, -2, 1%, 2

One compound at a time (already shown). Order of screens: 12-hLO inh | PNC inhibitor | ALOX15B inhib | IMPase inh
CS(=O)(=O)c1ccc([C@H](O)[C@H](CO)NC(=O)C(Cl)Cl)cc1 reads -1%[25.6 µM] | · | 0%[25.6 µM] | -9[20.6 µM]
CCCN(Cc1ccccc1)C(=O)Nc1ccc2c(c1)nnn2C reads -1% | ? | -1% | -10
CCSC(C)CC1C/C(=N/O)c2c(CC)noc2C1 (stereo unspecified) reads -6% | -86* | -18% | 11
Cc1ccc(C(=O)Nc2ccc(Cl)cc2C(F)(F)F)c(Cl)c1 reads -4% | -2 | · | 13
Cc1cccc(NS(=O)(=O)c2cc(C(=O)NCCC3=CCCCC3)ccc2Cl)c1 reads 0% | -2 | 1% | 2

Screening results (PubChem)
